Hck-Nef inh: blocks Nef-activated human Hck kinase; Recombinant Hck-YEEI plus Nef, Z-Lyte FRET kinase assay; inhibition, % at 20 µM; 220,000 tested, 0.68% active; P08631;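 active = Hck-Nef kinase inhibition above about 50%, limit read from the data; inactive = inhibition below that limit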;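 also: 0% = DMSO with Hck plus Nef and 100% = Hck alone without Nef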
Target sequence (P08631 whole entry, looked up): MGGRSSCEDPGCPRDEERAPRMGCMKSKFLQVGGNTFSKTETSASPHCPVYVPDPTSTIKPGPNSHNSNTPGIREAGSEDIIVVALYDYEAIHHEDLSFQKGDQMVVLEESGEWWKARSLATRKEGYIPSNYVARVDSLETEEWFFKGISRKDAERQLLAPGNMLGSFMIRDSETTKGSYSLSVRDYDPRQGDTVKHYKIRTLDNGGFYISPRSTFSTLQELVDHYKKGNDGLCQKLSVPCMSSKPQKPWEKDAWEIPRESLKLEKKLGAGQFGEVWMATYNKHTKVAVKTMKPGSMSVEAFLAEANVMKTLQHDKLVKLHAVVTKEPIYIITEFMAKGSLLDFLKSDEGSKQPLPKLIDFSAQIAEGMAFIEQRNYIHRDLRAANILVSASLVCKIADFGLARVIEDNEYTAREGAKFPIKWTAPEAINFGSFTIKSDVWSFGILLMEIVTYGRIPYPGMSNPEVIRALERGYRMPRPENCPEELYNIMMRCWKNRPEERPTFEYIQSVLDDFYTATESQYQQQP
Mdm2 ligase inh: inhibitors of human Mdm2 E3 ubiquitin ligase; Q00987; 210,000 tested, 0.11% active; signal enhancement, % at 5 µM; cell-based MDM2 ubiquitination luciferase reporter, 2 h; 0 = plate control, 100 = twice control, blank-subtracted; AID 1230;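 active = signal enhancement of 30% or more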;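 also: luminescence tracks abundance of the self-degrading MDM2-luciferase fusion protein; higher signal means inhibition of MDM2 E3 ligase activity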
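Material: Stable MDM2–luciferase fusion reporter cells | Amount: 2000 cells seeded into each well | Dosing: One concentration, 5 µM, with 0.2% DMSO | Incubation: 4 h cell settling then 2 h compound exposure, 37 °C | Measured by: Luciferase luminescence | Read-out basis: % enhancement relative to plate controls after blank subtraction | Benchmarks: Control and blank well means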
Runt-CBFb FRET: inhibitors of human RUNX1 Runt domain binding to CBFb; Cerulean-Runt/Venus-CBFb FRET ratio 530/480, 1 h; inhibition, % at 20 µM; 220,000 tested, 0.46% active; AID 1496;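 active = inhibition over about 50% at 20 µM in the single-dose screen, limit read from the data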;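 also: 0% = DMSO wells and 100% = excess unlabeled CBFb competitor control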
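Assay system: Cerulean-tagged RUNX1 Runt domain (FRET donor) fusion protein / Amount: 100 nM each of Venus-CBFb and Cerulean-Runt domain / Medium: Tris buffer pH 7.5 with salts and BSA / Also added: Venus-CBFb 100 nM / Schedule: 1 h complex formation plus 1 h compound treatment, room temperature / Signal: FRET fluorescence / Read-out: loss of energy transfer signal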
Runt-SMMHC FRET: inhibitors of human RUNX1 Runt domain binding to CBFb-SMMHC; Q01196+Q13951; Cerulean-Runt/Venus-CBFb-SMMHC FRET ratio 530/480, 1 h; inhibition, % at 20 µM; 220,000 tested, 0.74% active; AID 1434;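 active = mean inhibition across duplicate retests at 20 µM reaching about 50%, limit read from the data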;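 also: 0% = DMSO wells and 100% = wells with excess untagged CBFb-SMMHC; inhibitors lower the FRET ratio by blocking Runt binding to CBFb-SMMHC; some results filed as inactive read as strong as hits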
EBV gp42 inh: EBV gp42 inhibition. Q1HVG2. Fluorescence polarization binding assay, mP read-out. inhibition, % (tested at 21.74 µM). 220,000 tested, 0.42% active. AID 1085; in the data active = inhibition above about 50%
Target sequence (Q1HVG2 whole entry, looked up): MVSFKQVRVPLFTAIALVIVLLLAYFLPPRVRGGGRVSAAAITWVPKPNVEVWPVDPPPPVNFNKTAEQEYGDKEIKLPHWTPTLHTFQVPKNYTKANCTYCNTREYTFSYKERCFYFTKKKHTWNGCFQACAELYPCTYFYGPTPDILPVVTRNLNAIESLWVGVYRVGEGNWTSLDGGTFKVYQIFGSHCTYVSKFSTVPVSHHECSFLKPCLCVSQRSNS
14-3-3 Bad inh: disrupts binding of bovine 14-3-3 zeta to phospho-Bad peptide. P63103. 220,000 tested, 0.71% active. inhibition, % at 21.7 µM. TR-FRET 14-3-3zeta/Dy647-pBad peptide displacement, 1 h;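 active = inhibition above about 70%, limit read from the data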;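 also: 0% = full 14-3-3 plus peptide FRET controls and 100% = background without 14-3-3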
Target sequence (P63103 whole entry, looked up): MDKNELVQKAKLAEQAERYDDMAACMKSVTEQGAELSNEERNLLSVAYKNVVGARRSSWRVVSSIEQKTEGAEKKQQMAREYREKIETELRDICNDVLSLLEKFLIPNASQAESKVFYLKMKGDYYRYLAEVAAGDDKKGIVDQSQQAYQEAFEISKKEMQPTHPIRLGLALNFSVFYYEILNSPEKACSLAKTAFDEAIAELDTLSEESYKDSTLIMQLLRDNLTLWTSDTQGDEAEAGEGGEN
Tb hexokinase: blocks Trypanosoma brucei hexokinase 1 activity; inhibition, % at 10 µM; AID 1430; recombinant TbHK1, G6PDH-coupled NADH A340; 220,000 tested, 0.11% active;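 active = inhibition of 50% or more in the single-dose primary screen; inactive = inhibition below 50%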
NCF1 inh: p47phox (human) inhibition; inhibition, % at 24.7 µM; 220,000 tested, 0.53% active; p47phox/p22phox peptide binding, fluorescence polarization, 2 h; P14598;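 active = inhibition above about 30%, limit read from the data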;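 also: 0% = p47phox with labelled peptide and 100% = labelled peptide alone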
L929 necroptosis: L929 zVAD cell death inhibition | L929 zVAD necroptosis rescue, ATP luminescence, 24 h; with zVAD 60 µM | viability rescue, % at 10 µM | 220,000 tested, 0.38% active | AID 1377;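 active = activation, scaled between plate controls, above about 75%, limit read from the data; inactive = activation under that limit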;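 also: 0% = zVAD with DMSO and 100% = DMSO alone without zVAD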
* marks the source's active call; other numbers are inactive results; . = no result given; [ ] = dose if it differs, or a comment. Rows are unselected, and some 3.2% of all compounds hit somewhere here.

Start of the listing, in advance, 9 compounds:
The line under a structure holds: Hck-Nef inh	Mdm2 ligase inh	Runt-CBFb FRET	Runt-SMMHC FRET	EBV gp42 inh	14-3-3 Bad inh	Tb hexokinase	NCF1 inh	L929 necroptosis
> Cc1cc(NS(=O)(=O)c2ccc(NC(=O)COc3ccc(Cl)cc3)cc2)no1
  1	-11	-1	-3	1	5	1	-15	0.2
> CCn1cc(S(=O)(=O)CC(=O)Nc2ccc3c(c2)OCCO3)c2ccccc21
  3	-5	-1	-2	-8	-4	0	-4	2.8
> CC(=O)OCC1(C)CN(c2ccccc2)NC1=O (centres undefined)
  20	-10	3	5	-1	-5	-4	-13	-0.7
> COc1ccccc1CNC(=O)CSc1nc2ccccc2c(=O)n1CCCN1CCOCC1
  7	-1	-2	-2	-3	-11	-1	1	-1.1
> CCOC(=O)CNC(=O)C(CC(C)C)NC(=O)C1CCCCC1 (centres undefined)
  1	-21	-1	-2	3	0[fluorescence artefact?]	-4	7	0.0
> CCc1ccc(S(=O)(=O)NCc2csc(-c3cccnc3)n2)s1
  -3	-18	-5	-40	-11	10	-3	1	-0.1
> Cc1cc(C)n(-c2nc(NCCN(C)C)c3c4c(sc3n2)CCCC4)n1
  6	-10	0	-6	-7	2	-8	-7	-2.4
> O=C(/C=C/c1ccc(Cl)c([N+](=O)[O-])c1)Nc1cccc(NC(=O)c2ccco2)c1
  1	.	0	-2	-15	-3	-9	-6	1.0
> CC(C)[C@H](Nc1nc(-c2ccccc2)nc2c1oc1ccccc12)C(=O)O
  1	-4	2	-3	-5	-4[fluorescence artefact?]	7	-19	0.2

Main list, repeating the preview:
The line under a structure holds: Hck-Nef inh	Mdm2 ligase inh	Runt-CBFb FRET	Runt-SMMHC FRET	EBV gp42 inh	14-3-3 Bad inh	Tb hexokinase	NCF1 inh	L929 necroptosis
> Cc1cc(NS(=O)(=O)c2ccc(NC(=O)COc3ccc(Cl)cc3)cc2)no1
  1	-11	-1	-3	1	5	1	-15	0.2
> CCn1cc(S(=O)(=O)CC(=O)Nc2ccc3c(c2)OCCO3)c2ccccc21
  3	-5	-1	-2	-8	-4	0	-4	2.8
> CC(=O)OCC1(C)CN(c2ccccc2)NC1=O (centres undefined)
  20	-10	3	5	-1	-5	-4	-13	-0.7
> COc1ccccc1CNC(=O)CSc1nc2ccccc2c(=O)n1CCCN1CCOCC1
  7	-1	-2	-2	-3	-11	-1	1	-1.1
> CCOC(=O)CNC(=O)C(CC(C)C)NC(=O)C1CCCCC1 (centres undefined)
  1	-21	-1	-2	3	0[fluorescence artefact?]	-4	7	0.0
> CCc1ccc(S(=O)(=O)NCc2csc(-c3cccnc3)n2)s1
  -3	-18	-5	-40	-11	10	-3	1	-0.1
> Cc1cc(C)n(-c2nc(NCCN(C)C)c3c4c(sc3n2)CCCC4)n1
  6	-10	0	-6	-7	2	-8	-7	-2.4
> O=C(/C=C/c1ccc(Cl)c([N+](=O)[O-])c1)Nc1cccc(NC(=O)c2ccco2)c1
  1	.	0	-2	-15	-3	-9	-6	1.0
> CC(C)[C@H](Nc1nc(-c2ccccc2)nc2c1oc1ccccc12)C(=O)O
  1	-4	2	-3	-5	-4[fluorescence artefact?]	7	-19	0.2
> O=C(Cc1cccc2ccccc12)OCn1nnc2ccccc2c1=O
  -30	-22	2	4	-14	13	-3	6	1.5
> Cc1cc2nc(-c3ccc(SCC(=O)N4CCc5ccccc54)nc3)[nH]c2cc1C
  7	-31	.	-9	-31	-17	-29	-60	1.0
> CCOc1ccc(-n2c(=O)c3c4c(sc3n(CC(=O)NCc3ccco3)c2=O)CCC4)cc1
  15	-30	-7	-4	4	3	-1	-43	0.6
> COc1ccc(-c2cc(=O)c3cc(OC)ccc3[nH]2)cc1
  -5	.	0	-1	-6	5[fluorescence artefact?]	-3	5	3.3
> CCCn1nc(NC(=O)c2cccs2)c2cc3cccc(C)c3nc21
  32	-8	64*	85*	0	5	3	-40	2.4
> O=C(c1sccc1Cl)N1CCN(Cc2ccc3c(c2)OCO3)CC1
  4	-4	3	2	3	-4	-4	0	0.7
> CC(C)(C)C(=O)Nc1ccccc1N1CCN(C(=O)c2ccc(Cl)cc2)CC1
  1	-7	0	3	-17	-15[fluorescence artefact?]	-3	-4	-0.2
> CCOC(=O)c1sc(NC(=O)Nc2ccc(Cl)cc2)cc1C
  1	-9	1	-3	-12	11[fluorescence artefact?]	-13	-53	1.6
> CCOc1ccc2c(C)c(C(=O)O)oc2c1OCC
  5	-13	-1	-4	-15	2	-4	-9	-0.9
> Cc1ccc(-c2nnc(Nc3ccc4c(c3)OCO4)c3ccccc23)cc1S(=O)(=O)NCCO
  -1	11	-3	1	12	-5	4	-11	2.7
> Cc1ccc(CNC(=O)Nc2ccccc2)cc1
  4	-17	0	4	-18	3[fluorescence artefact?]	4	0	0.2
> Cc1ccc(CSc2nnc(SCC(=O)N/N=C/C=C/c3ccccc3[N+](=O)[O-])s2)cc1
  4	-18	3	4	-20	-6	7	-15	0.4
> CCOC(=O)c1ccc(NC(=O)CSc2nc(SC)ns2)cc1
  10	0	0	1	-12	-3	6	-21	-0.5
> COc1ccc(S(=O)(=O)NC(CC(=O)NCCc2ccc(OC)c(OC)c2)c2ccco2)cc1 (centres undefined)
  4	-13	0	3	-23	2	43	-4	0.0
> CCn1c(-c2ccccc2O)n[nH]c1=S
  2	-7	8	4	-15	-13	-1	33*	-0.4
> Fc1ccc2nc(Nc3nc4c(s3)CCCC4)sc2c1
  7	-12	4	11	-35	.	2	-21	4.3
> CC(C)Sc1nc2c(c(=O)[nH]1)C(c1cccs1)C1=C(CC(C)(C)CC1=O)N2 (centres undefined)
  0	-10	-2	-1	-7	-3	-17	-11	0.7
> COC(=O)c1cc(NC(=O)CSc2nnc(CN3CCOCC3)n2C)ccc1Cl
  0	-10	-1	2	-23	-13	-2	-17	0.8
> COC(=O)c1cc2ccsc2n1Cc1cc(=O)n2ccccc2n1
  2	-29	3	0	-23	12	-31	-9	0.5
> COc1ccc(Br)cc1C(=O)Nc1cccc(C)c1
  1	-36	1	0	0	0	-6	-11	-0.3
> COc1ccc(-c2nnc(SC3CCOC3=O)n2C2CCCCC2)cc1OC (centres undefined)
  0	-14	-1	-1	-22	-1	6	-6	-0.1
> COc1ccc(NC(=O)C2CCCN2C(=O)NCc2ccccc2)c(OC)c1 (centres undefined)
  -1	1	0	2	-9	2	0	-16	0.9
> CC1(C)CC(=O)C(C=NCCN2CCN(C(=O)c3ccc(F)cc3)CC2)=C(O)C1
  3	3	-1	2	-7	-9[fluorescence artefact?]	-3	-6	-0.1
> CSc1ccc(OC2CCCCC2NS(=O)(=O)c2ccccc2)cc1 (centres undefined)
  5	.	0	3	-6	-11[fluorescence artefact?]	3	-11	-0.2
> COc1ccc2nc(NC(=O)c3cccc(S(=O)(=O)N4CCOCC4)c3)sc2c1
  1	-7	-2	2	-5	-7	-18	-80	0.3
> CN(C)S(=O)(=O)c1ccc2nc(NC(=O)c3cccs3)sc2c1
  -22	-39	1	-3	1	1[fluorescence artefact?]	-48	1	0.5
> Fc1ccc(-c2nc3ccccn3c2NCc2ccc3c(c2)OCO3)cc1
  20	-1	1	-3	0	-5	6	-6	1.1
> C/C(Cl)=C\Cn1c(O)c(N=O)c2ccccc21
  24	-86	-5	-2	5	6	6	0	-1.5
> O=C(NCc1ccco1)C(=O)NCC1OCCCN1S(=O)(=O)c1ccccc1 (centres undefined)
  3	-2	1	-6	-13	-7	-1	-13	0.4
> COc1cccc(NC(=O)c2ccc(Cn3cc([N+](=O)[O-])cn3)o2)c1
  -2	-13	-1	4	-6	11	36	-17	0.9
> CCn1c(CNC(=O)Cc2ccc(OC)cc2)n[nH]c1=S
  18	-11	2	5	-6	-4	-2	-3	15
> O=C1/C(=C/c2ccco2)SC(=S)N1C1CCS(=O)(=O)C1 (centres undefined)
  20	-7	30	5	2	-2	-6	-23	1.2
> Cc1c(O)nc2sc3ccccc3n2c1=O
  7	-21	2	-4	-7	2	-10	-10	-0.2
> O=[N+]([O-])c1ccccc1OCc1nc(-c2cccs2)no1
  -2	-12	-1	3	-4	-6	-2	-7	0.2
> CCc1ccc(OCC(=O)c2c(O)c3ccccc3oc2=O)cc1
  18	-9	1	-2	-1	-4	-7	-23	2.5
> CC(=O)N1CN(Cc2ccccn2)Cc2c1sc1c2CCCC1
  0	3	10	8	2	6	9	-7	-0.2
> CN=C1c2c(-c3ccccc3)c3cc(OC)ccc3n2CCN1C
  0	-12	-4	-15	-14	-3	-28	3	0.1
> CNC(=S)N1CCN(C(=O)c2ccco2)CC1
  -3	-14	1	0	3	-9	39	-16	0.1
> Cc1ccc(S(=O)(=O)N(CCC#N)C2CCCCC2)c2nsnc12
  6	-11	-4	-4	-6	7[fluorescence artefact?]	-13	-5	.
> CCCCn1c(SCC(=O)Nc2ccc(OC)cc2)nc2ccc(N3CCOCC3)cc2c1=O
  -1	-21	10	1	-3	-4	-18	12	1.2
> CC(=O)Nc1ccc(-c2csc(Nc3cc(C)ccn3)n2)cc1
  3	-40	-5	3	2	2	-1	-12	9.2
> CCOC(=O)C1(C)/C(=N/Nc2ccccc2)C(=O)C(=O)N1c1ccccc1 (centres undefined)
  -4	.	7	4	-31	1[fluorescence artefact?]	-6	-10	0.5

Quoted at random: two compounds from above, in no set order.
The line under a structure holds: Hck-Nef inh	Mdm2 ligase inh	Runt-CBFb FRET	Runt-SMMHC FRET	EBV gp42 inh	14-3-3 Bad inh	Tb hexokinase	NCF1 inh	L929 necroptosis
> CCc1ccc(S(=O)(=O)NCc2csc(-c3cccnc3)n2)s1
  -3	-18	-5	-40	-11	10	-3	1	-0.1
> CCc1ccc(OCC(=O)c2c(O)c3ccccc3oc2=O)cc1
  18	-9	1	-2	-1	-4	-7	-23	2.5

Source: PubChem (several laboratories)
